# D3 ag: D3 dopamine receptor (human) agonism | P35462 | D3R DiscoveRx beta-arrestin cells, luminescence, 90 min | max activation, % | actives 0.58% (n = 410,000) | AID 652048; in the data active = max activation above about 30%; note: 0% is about no effect; mostly tested at two doses, the higher about 12 µM
# Target sequence (P35462 whole entry, looked up): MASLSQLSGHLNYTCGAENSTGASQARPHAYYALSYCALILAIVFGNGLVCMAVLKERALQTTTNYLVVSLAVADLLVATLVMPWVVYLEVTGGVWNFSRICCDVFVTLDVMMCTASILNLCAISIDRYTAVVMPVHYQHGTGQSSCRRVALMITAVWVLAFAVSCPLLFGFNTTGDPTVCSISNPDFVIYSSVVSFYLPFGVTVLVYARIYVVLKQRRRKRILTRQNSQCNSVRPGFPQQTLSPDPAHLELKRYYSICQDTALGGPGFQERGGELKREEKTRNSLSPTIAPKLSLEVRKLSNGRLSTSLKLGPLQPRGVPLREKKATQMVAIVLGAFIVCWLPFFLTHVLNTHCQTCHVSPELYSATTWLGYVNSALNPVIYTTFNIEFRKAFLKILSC
#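 Cells at 1500/well, incubated overnight, then treated with pinned compounds (dopamine as control) for 90 min at 37 degrees C. DiscoveRx reagent added for 30 - 60 minutes at room temperature; luminescence read.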
# HT1080NT lethal: kills 2HG-producing HT-1080-NT fibrosarcoma cells. actives 1.6% (n = 360,000). HT-1080-NT fibrosarcoma viability, CellTiter-Glo ATP luminescence, 48 h. Potency, µM (doses to about 46.1 µM), for the others: top-dose activity, negative = less viability, usual class: cytotoxic;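 note: NT is the 2HG producing partner of a matched IDH1 knockdown line; potency is the fitted concentration of half-maximal effect; 0% = DMSO-treated cells and -100% = media-only wells without cells; nearly all actives have a fitted effect of over 55% in size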
#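 Fibrosarcoma NT cells, 750 per well in 5% FBS RPMI, were exposed to compound for 48 hours. Viability: CellTiter-Glo luminescence.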
# HT1080 IDH1KD tx: kills HT-1080 cells with IDH1 knockdown; HT-1080 IDH1 knockdown viability, ATP luminescence, 48 h; Potency, µM (top dose mostly 46.1 µM), for the others: at the highest dose activity, negative = toxicity, actives largely listed as cytotoxic; actives 2% (n = 360,000); AID 686971;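 note: potency is the fitted concentration of half-maximal effect; 0% = DMSO wells and -100% = cell-free medium wells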
#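 Assay cells: HT-1080 with IDH1 knockdown, 750 per well, RPMI/5% FBS. Exposure: 48 h at 37 °C following 2 h pre-incubation. Read: CellTiter-Glo luminescence; fitted concentration-response, curve class assigned.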
# KB-V1 MDR tox: KB-V1 MDR subline cytotoxicity; AID 1347076; KB-V1 MDR cells viability, CellTiter-Glo, 72 h; actives 3.4% (n = 400,000); Potency, µM (series often up to 46.1 µM), inactives show at the highest dose activity change, negative = cytotoxicity, usual class: cytotoxic; note: potency is the fitted concentration of half-maximal effect; % is set by controls: 0 for no effect and ±100 for the full control effect; nearly all actives have a fitted effect of over 60% in size
#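 qHTS viability screen in drug-selected KB-V1 MDR cells: 72 h compound treatment at 37 degrees C, ATP luminescence end point.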
# D3 antag: D3 dopamine receptor (human) antagonism | P35462 | D3R cells, DiscoveRx beta-arrestin luminescence, antagonist mode; active compounds read low | max response, negative = inhibition, % | actives 2.5% (n = 360,000); in the data active = max response below about -50%; inconclusive = no clear call, values can overlap the other calls; note: % is set by controls: 0 for no effect and ±100 for the full control effect; mostly tested at two doses, the higher about 12 µM
#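 Cells expressing the human receptor were seeded at 1500 cells/well, incubated overnight at 37 degrees C in 5% CO2, then exposed to library compounds with dopamine controls for 90 minutes at 37 degrees C before luminescent detection.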
# KB-3-1 cytotox: kills parental KB-3-1 adenocarcinoma cells; Potency, µM (titrated, usually from 46.1 µM), for inactives: at the highest dose activity change, negative = cytotoxic, usual class: cytotoxic; AID 1347075; actives 1.4% (n = 400,000); KB-3-1 viability, CellTiter-Glo ATP luminescence, 72 h; note: potency is the fitted concentration of half-maximal effect; % is set by controls: 0 for no effect and ±100 for the full control effect; nearly all actives have a fitted effect of over 60% in size
#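 Cytotoxicity in the drug-sensitive parental line KB-3-1 was scored as loss of CellTiter-Glo luminescence following 72 h incubation with compound. Values come from curve fitting of normalized concentration-response data.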
# SW480 rereplic: induces DNA re-replication in SW480 colon adenocarcinoma cells; AID 624297; Potency, µM (titrated, usually from 46.1 µM), without a hit: at the top dose re-replication activation, most hits filed as activators; actives 1.8% (n = 340,000); SW480 DNA re-replication, Hoechst DNA content imaging, 48 h; note: potency is the fitted concentration of half-maximal effect; % of control where 0% means no effect; nearly all actives have a fitted effect of over 55% in size
#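 Image-based DNA-content assay: after two days of treatment, nuclei were labelled with the DNA dye Hoechst and imaged, and hits were compounds raising the count of nuclei showing high fluorescence intensity.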
# IL-1B inflam inh: blocks inflammasome-driven IL-1 beta release. THP-1 LPS/ATP IL-1B secretion, AlphaLISA, 16 h; active compounds read low. actives 4.7% (n = 360,000). activity change, % at 57.5 µM; in the data active = activity change below about -50%; inconclusive = mostly about -30% to -49%; note: % is set by controls: 0 for no effect and ±100 for the full control effect
#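 THP-1 cells pretreated 1 hr with compounds (up to 57.5 uM final), then stimulated with LPS (250 ng/mL final) plus ATP (1.25 mM final); secreted IL-1B measured by AlphaLISA after 16 hr, decreased signal indicating inhibition.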
# GLP1R ag: activates the human GLP-1 receptor; P43220; HEK293 GLP-1R CRE-luciferase, luminescence, 4-6 h; cells express a hypersensitive GLP-1R form; Potency, µM (top dose mostly 45.6 µM), without a hit: at the highest dose activation, usual class: activators; actives 0.007% (n = 380,000); note: potency is the fitted concentration of half-maximal effect; % of control where 0% means no effect
# Target sequence (P43220 whole entry, looked up): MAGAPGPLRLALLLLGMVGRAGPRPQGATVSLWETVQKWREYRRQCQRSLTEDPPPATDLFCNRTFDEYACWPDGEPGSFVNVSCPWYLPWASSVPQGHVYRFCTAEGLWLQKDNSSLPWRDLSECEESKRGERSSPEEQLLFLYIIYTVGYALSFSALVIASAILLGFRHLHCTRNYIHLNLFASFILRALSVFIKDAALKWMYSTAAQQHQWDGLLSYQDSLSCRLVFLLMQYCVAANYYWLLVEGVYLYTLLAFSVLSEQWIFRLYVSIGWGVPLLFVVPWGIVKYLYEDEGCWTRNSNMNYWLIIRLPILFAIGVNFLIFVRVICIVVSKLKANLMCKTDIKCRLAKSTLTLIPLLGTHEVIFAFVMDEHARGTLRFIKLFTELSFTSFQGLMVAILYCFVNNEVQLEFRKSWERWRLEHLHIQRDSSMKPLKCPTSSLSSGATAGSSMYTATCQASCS
# * = called active by the depositor; ? = inconclusive; . = not tested or not shown; & = joins results of further samples; [ ] = another dose, or the depositor's remark. Unless noted, calls come from the whole dose curve; as a rule, active = well fitted curve in the direction sought with a large enough effect; inconclusive = small, poorly fitted or top-dose-only effect, or another doubt; inactive = no such curve, though single readings can be large; an effect the other way counts as inactive or inconclusive.
structure	D3 ag	HT1080NT lethal	HT1080 IDH1KD tx	KB-V1 MDR tox	D3 antag	KB-3-1 cytotox	SW480 rereplic	IL-1B inflam inh	GLP1R ag
CCCCc1cc(=O)oc2cc(OCc3nn[nH]n3)c(Cl)cc12	8	1%	5%	-8%	26	4%	-3%	13	-18%
O=C(C1=C[C@H](c2ccc(Br)cc2)C[C@H](OCCCCO)O1)N1CCN(Cc2ccccc2)CC1	-11	?	-2%	-18%	-24	-28%	?	0	-2%
O=C(O)c1ccccc1-c1nc(-c2ccccc2)c(-c2ccccc2)[nH]1	-12	-8%	-2%	11%	-9	8%	-10%	40	0%
COc1cc(NC(=O)C2CC(=O)N(Cc3ccco3)C2)cc(OC)c1 (centres undefined)	5	16%	24%	0%	8	2%	-1%	1	-3%
CCOc1cc(/C=N/NC(=O)COc2ccc(C)cc2)ccc1OC(=O)c1cccs1	7	-9%	-9%	-8%	17	0%	3%	?	1%
CC(C)(C)OC(=O)C[C@@H]1C/C=C\C[C@H](CC(=O)NCCO)C(=O)NC[C@H](c2ccccc2)OC1=O	7	10%	14%	-6%	-26	18%	-6%	22	2%
Cc1ccc(CS(=O)Cc2ccc(C(=O)N3CCN(c4cccc(C)c4C)CC3)o2)cc1 (centres undefined)	13	-29%	-28%	?	-29	-3%	.	-22	17%
CCOc1ccc(CN2CCNC(=O)C2CC(=O)N(C)C2CCCCC2)cc1 (centres undefined)	4	14%	3%	-1%	0	4%	-9%	-7	0%
CCOc1ccccc1C1CC(=O)Nc2cc(C)c(C)cc21 (centres undefined)	14	?	15µM*	8.2µM*	14	?	18µM*	57	3%
CCCN1CCN(CCCNC(=O)c2cc3c(=O)[nH]c4ccccc4c3s2)CC1	-2&-22	0%	-1%	-17%&2%	3	1%&-3%	-7%	-30	4%
COc1cc2c(=O)n(CCCC(=O)NCC3CCCO3)c(=O)n(CC(=O)c3ccc(F)cc3)c2cc1OC (centres undefined)	2	3%	5%	3%	18	4%	-2%	12	14%
CC(C)CCn1cnc2c([nH]c3cccc(Cl)c32)c1=O	-16	-4%	-6%	-4%	25	4%	1%	2	1%
COc1ccc2c(c1)C(SCC(=O)NCCc1ccc(Cl)cc1)CC(C)(C)O2 (centres undefined)	-5	-6%	-15%	-22%	7	-14%	18%	-13	1%
CNC(=O)c1ccc(CN(C)CC(=O)Nc2ccccc2C(=O)NC2CC2)cc1	11	0%	7%	-5%	-6	4%	-4%	17	0%
COCC(C)n1c(C)cc(C(=O)CSc2cc(C)c3ccccc3n2)c1C (centres undefined)	-3	-19%	-20%	?	3	?	1%	?	3%
Cc1cc(C)n2nc(SCC(=O)N(C(C)C)C(C)C)nc2n1	17	13%	15%	4%	9	3%	-19%	11	-4%
Cc1cccn2c(=O)nc(SCC(=O)NCc3ccc(F)cc3)nc12	2	14%	8%	-1%	22	11%	7%	2	-2%
COc1cccc(C2C(C(=O)Nc3ccc(Cl)cc3)=C(C)Nc3nc4ccccc4n32)c1OC (centres undefined)	-6	.	.	-3%	.	-2%	.	.	-1%
C/C(=N\NC(=O)c1cccnc1)c1cc2ccccc2o1	3	-1%	0%	25%	-1	-1%	-13%	-11	-3%
CCO[C@@H]1OC(C(=O)NC2CC2)=C[C@H](C)[C@H]1CCCO	1	8%	11%	-3%	-2	11%	-19%[9.22 µM]	4	2%
CC(=O)N1CCc2ccc([N+](=O)[O-])cc21	-16	7%	10%	9%	?	6%	-4%	4	8%
CC(NC(=O)c1csc2ccccc12)C1CCCO1 (centres undefined)	22	0%[9.24 µM]	-8%	6%	-8	-2%	-1%	-10	4%
COC(=O)c1ccccc1NC(=O)c1cccc(NC(=O)C(C)C)c1	2	11%	9%	-10%	6	2%	-9%	?	21%
COc1cc(CN(C)c2ccc(S(=O)(=O)N3CCCC3)cn2)ccc1OC(F)F	5	-8%	-2%	?	48	-5%	-2%	?	35%
O=C1C2CC(O)CN2C(=S)N1Cc1ccccc1 (centres undefined)	-5	6%	1%	14%	2	6%	-8%	0	0%
COc1ccc(-n2c(C(C)(C)C)csc2=Nc2c(C)n(C)n(-c3ccccc3)c2=O)cc1	1	7%	13%	2%	-14	0%	-2%	-3	-4%
CC(C)C(=O)N1CCCCCCN1C(=O)C(C)C	-3	1%	0%	4%	-19	0%	.	13	-2%
Cc1ccc(CN2CCSc3sccc3C2=O)cc1	-2	-6%	0%	3%	-14	-1%	-2%	-18	6%
O=C(NCCc1c[nH]c2ccccc12)C1CCCN(S(=O)(=O)c2ccccc2)C1 (centres undefined)	-11	-19%	-27%	-1%	-12	-5%	-5%	33	12%
CSc1ccc(/C=N/NC(=O)c2cccc(O)c2)cc1	-3	?	?	?	-13	?	14%	-3	-9%

# Results in KB-3-1 cytotox, SW480 rereplic and GLP1R ag, for some of the entries so far:
SMILES,KB-3-1 cytotox,SW480 rereplic,GLP1R ag
COc1cc2c(=O)n(CCCC(=O)NCC3CCCO3)c(=O)n(CC(=O)c3ccc(F)cc3)c2cc1OC (centres undefined),4%,-2%,14%
CC(C)CCn1cnc2c([nH]c3cccc(Cl)c32)c1=O,4%,1%,1%

# Looked up above:
# SW480 rereplic result of C/C(=N\NC(=O)c1cccnc1)c1cc2ccccc2o1 reads -13%
# D3 ag result of Cc1ccc(CS(=O)Cc2ccc(C(=O)N3CCN(c4cccc(C)c4C)CC3)o2)cc1 (centres undefined) reads 13
# SW480 rereplic result of CCCN1CCN(CCCNC(=O)c2cc3c(=O)[nH]c4ccccc4c3s2)CC1 reads -7%
# D3 antag result of COC(=O)c1ccccc1NC(=O)c1cccc(NC(=O)C(C)C)c1 reads 6
# HT1080 IDH1KD tx result of O=C(O)c1ccccc1-c1nc(-c2ccccc2)c(-c2ccccc2)[nH]1 reads -2%

# (list continues)
structure	D3 ag	HT1080NT lethal	HT1080 IDH1KD tx	KB-V1 MDR tox	D3 antag	KB-3-1 cytotox	SW480 rereplic	IL-1B inflam inh	GLP1R ag
CC(C)(C)c1ccc(C(=O)Nc2ccc(NC(=O)C(=O)O)cc2)o1	5	6%	5%	?	10	0%	-751%[1.84 µM]	8	-2%
CC(C)NC(=O)/C(=C/c1cn(-c2ccccc2)nc1-c1cccc([N+](=O)[O-])c1)NC(=O)c1ccccc1	1	3%	12%	?	-1	-6%	-1%	-11	1%
COc1cc(OC)c(/C=N/NC(=O)c2ccc(NC(C)=O)cc2)cc1Br	-6	24%	19%	0%	-6	0%	-9%	-3	3%
O=C(NCCCN1CCOCC1)c1ccc(Cl)s1	4	6%	-4%	-23%	-13	0%	-8%	28	-2%
Cc1csc(C2=C(O)CN(CCc3ccccc3)C2=N)n1	-26	10%	6%	-21%	-5	-2%	2%	1	1%
COc1ccc(Cc2c(-c3ccccc3)nc3cc(C)c(Br)c(C)n23)c(C)c1	-5	-10%	-16%	-30%	0	-1%	.	0	-4%
CCCCCC(=O)Nc1ccc(C(=O)COC(=O)Cn2cnc3c2c(=O)n(C)c(=O)n3C)cc1	-3	2%	9%	8%	-3	0%	-1%	18	-7%
CCOC(=O)C1=C(O)/C(=C/c2ccc(OCC(=O)O)c(OCC)c2)SC1=Nc1ccccc1	-8	-22%	2%	-18%	-13	?	-6%	2	16%

# Bioassay records (PubChem BioAssay)

# Compounds as they come, and some 12% of all compounds hit somewhere here.
